Compound activity (PubChem)
Rab2A wt mod: changes GTP binding to wildtype dog Rab2A, up or down. P61105. GST-Rab2 wt beads, Bodipy-GTP binding, flow cytometry. GTP binding activity, % at 10 µM. 0.19% of 190,000 active. AID 760;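 active means GTP binding activity at least 20 points away from 100%, either lowered or raised; inconclusive means signal likely due to the compound's own green fluorescence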;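 further: 0% = beads with excess unlabeled GTP and 100% = no-compound control corrected for plate trend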
Bim-Bcl-B: human Bim-Bcl-B interaction inhibition | AID 951 | bead-based flow cytometry, Bim peptide-Bcl-B binding | 0.073% of 190,000 active | inhibition, % at 10 µM | Q9HD36;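 further: 0% = tracer peptide without compound and 100% = reference inhibitor peptide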
Target sequence (Q9HD36 whole entry, looked up): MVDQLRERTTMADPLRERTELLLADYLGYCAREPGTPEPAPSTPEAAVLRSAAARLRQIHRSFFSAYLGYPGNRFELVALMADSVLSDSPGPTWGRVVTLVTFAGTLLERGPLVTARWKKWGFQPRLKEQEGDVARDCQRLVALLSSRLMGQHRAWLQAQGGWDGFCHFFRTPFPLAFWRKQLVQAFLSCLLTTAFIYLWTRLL
Bim-Bcl-XL: inhibitors of Bim-Bcl-XL interaction, human | Q07817 | Bim peptide-Bcl-XL binding, bead flow cytometry, fluorescence | inhibition, % at 10 µM | 0.04% of 190,000 active
Target sequence (Q07817 whole entry, looked up): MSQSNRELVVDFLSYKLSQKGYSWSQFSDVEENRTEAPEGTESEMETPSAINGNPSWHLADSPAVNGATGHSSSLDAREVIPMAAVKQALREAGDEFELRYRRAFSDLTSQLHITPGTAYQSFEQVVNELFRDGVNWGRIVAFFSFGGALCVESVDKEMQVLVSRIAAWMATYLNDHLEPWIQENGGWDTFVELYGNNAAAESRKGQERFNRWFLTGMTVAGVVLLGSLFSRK
Rab7 wt modul: modulators of GTP binding to dog Rab7 wildtype GTPase | GST-Rab7 beads, fluorescent GTP binding, flow cytometry; actives lie on both sides; untreated = 100%, excess cold GTP = 0% | GTP binding activity (percent of control), % at 10 µM | 0.055% of 190,000 active;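 active means fluorescent GTP binding to Rab7 beads changed by at least 20 points from the 100% baseline, either direction, mostly lower; inconclusive means compound itself probably fluorescent, or too few beads counted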;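 further: median green fluorescence of bound Bodipy-FL-GTP per Rab7 bead population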
Bim-Bcl-2: disrupts Bim peptide binding to human Bcl-2; 0.06% of 190,000 active; Bead-based flow cytometry, Bim peptide-Bcl-2 binding; AID 950; inhibition, % at 10 µM; in the data active means inhibition above about 40%; inconclusive means no clear call, values can overlap the other calls;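 further: 0% = no compound wells with probe peptide and 100% = reference peptide inhibitor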
Target sequence (P10415 whole entry, looked up): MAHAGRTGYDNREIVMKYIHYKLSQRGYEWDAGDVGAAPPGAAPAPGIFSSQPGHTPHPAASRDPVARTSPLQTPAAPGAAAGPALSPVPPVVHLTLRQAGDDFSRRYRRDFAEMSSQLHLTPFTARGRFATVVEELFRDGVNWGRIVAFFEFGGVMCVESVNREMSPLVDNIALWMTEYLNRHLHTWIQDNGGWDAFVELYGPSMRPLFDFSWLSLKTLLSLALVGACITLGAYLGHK
Rac1 wt GTP bind: modulators of human Rac1 wildtype GTP binding | GST-Rac1 beads, fluorescent GTP binding, flow cytometry; actives lie on both sides; 0 = cold GTP competed, 100 = untreated | GTP binding activity (% of control), % at 10 µM | 0.27% of 190,000 active | AID 757;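 active means GTP binding activity at least 20 points away from the 100% control level, either lower or higher; inconclusive means compound flagged as likely green fluorescent, judged across all proteins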
Rac1 act GTP bind: modulators of GTP binding to human Rac1 activated mutant. P63000. GST-Rac1 activated beads, fluorescent GTP binding, flow cytometry; actives lie on both sides; 100% means binding = to untreated wells. percent activity (GTP binding), % at 10 µM. 0.11% of 190,000 active;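 active means GTP binding at least 20 percentage points away from the 100% baseline, in either direction, so actives lie on both sides; inconclusive means Compound likely fluorescent itself, or too few beads counted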
HRas wt GTP bind: human HRas wildtype GTP binding, change in either direction; P01112; GST-Ras wt beads, Bodipy-FL-GTP binding, flow cytometry; actives lie on both sides; GTP binding activity, % at 10 µM; 0.14% of 190,000 active; AID 759;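 active means GTP binding activity at least 20% away from the 100% baseline, either lowered as inhibitor or raised as activator; inconclusive means flagged as likely green fluorescent, judged across all proteins in the well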;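 further: 0% = unlabeled GTP competition control and 100% = no-compound control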
Cdc42 wt GTP: modulators (inhibitors or activators) of GTP binding to human Cdc42 wildtype; P60953; GST-Cdc42 beads, Bodipy-GTP binding, flow cytometry; actives lie on both sides; 0.2% of 190,000 active; percent activity (GTP binding), % at 10 µM;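 active means percent activity GTP binding at least 20 points away from the 100% baseline, either down as inhibitor or up as activator; inconclusive means compound flagged as likely green fluorescent from well-wide comparison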;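 further: median bead fluorescence of bound Bodipy-FL-GTP at 100 nM; 0% = excess unlabeled GTP control and 100% = no compound control; below 100% means less GTP binding so inhibitor and above means activator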
Target sequence (P60953 whole entry, looked up): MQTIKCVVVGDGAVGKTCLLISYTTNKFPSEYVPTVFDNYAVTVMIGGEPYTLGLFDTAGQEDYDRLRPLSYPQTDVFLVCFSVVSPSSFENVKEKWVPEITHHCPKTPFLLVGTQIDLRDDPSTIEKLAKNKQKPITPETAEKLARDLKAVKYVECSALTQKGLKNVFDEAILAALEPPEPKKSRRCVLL
Bim-Bfl-1: inhibitors of Bim-Bfl-1 interaction, human | Bead-based flow cytometry, Bim-Bfl-1 binding inhibition | inhibition, % at 10 µM | AID 1008 | 0.12% of 190,000 active;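 further: 0% = wells without compound plus tracer and 100% = blocker peptide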
Bim-Bcl-W: disrupts Bim peptide binding to human Bcl-W. AID 952. inhibition, % at 10 µM. 0.02% of 190,000 active. bead-based flow cytometry. Q92843;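 further: 0% = bound tracer without compound and 100% = peptide blocker; higher means less fluorescent Bim peptide bound to Bcl-W beads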
Target sequence (Q92843 whole entry, looked up): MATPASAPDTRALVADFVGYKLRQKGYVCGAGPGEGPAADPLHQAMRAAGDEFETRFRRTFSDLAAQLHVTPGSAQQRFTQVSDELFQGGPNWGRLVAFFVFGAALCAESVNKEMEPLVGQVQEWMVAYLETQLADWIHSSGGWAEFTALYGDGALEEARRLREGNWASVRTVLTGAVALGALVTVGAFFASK
Numbers without * were called inactive; u = inconclusive; x = not tested or not shown. Unless noted, no stated cut-off is given here; in the data, active means inhibition above about 40%.

SMILES	Rab2A wt mod	Bim-Bcl-B	Bim-Bcl-XL	Rab7 wt modul	Bim-Bcl-2	Rac1 wt GTP bind	Rac1 act GTP bind	HRas wt GTP bind	Cdc42 wt GTP	Bim-Bfl-1	Bim-Bcl-W
CC(C)CCn1c(SCc2ccc(Cl)cc2)nc2c1c(=O)[nH]c(=O)n2C	100	-16	-13	103	-6	103	100	102	100	-7	-2
COn1c(=O)c(-c2cccs2)[n+]([O-])c2ccccc21	99	-2	-2	94	-3	100	94	98	100	2	-1
CCSC1(SCC)N=C(N)C2(C#N)C(c3ccccc3)NC3=C(CCC3)C12C#N (stereo not given)	98	-5	-5	100	-3	103	100	100	103	-9	3
Cc1cccc(C)c1NC(=O)COC(=O)CCC(=O)c1cccs1	91	0	-1	95	0	91	90	89	89	0	-1
COc1ccc(OC)c(S(=O)(=O)NCc2ccccc2)c1	97	-3	-2	99	0	94	95	98	99	-1	-1
COc1ccc(C(=O)OCC(=O)NCc2ccccc2)c(OC)c1OC	103	-2	0	108	-1	102	99	101	101	-4	2
Brc1ccc(CNCc2cccs2)cc1	105	-1	-4	104	0	106	104	106	107	0	-1
CCOC1(c2ccccc2)OC(=O)c2ccccc21 (stereo not given)	101	0	-1	100	0	104	103	101	102	1	-3
COc1ccccc1CC(=O)Nc1ccccc1C(=O)O	103	1	-3	99	2	106	101	101	103	4	-3
Cc1nn(-c2ccccc2)c(N2CCCC2)c1/C=N/NC(=O)c1cc2ccccc2cc1O	97	-7	-7	97	-5	102	99	96	103	-6	-5
CCCCS/C(=C(/C#N)C(N)=O)c1cc2c([nH]1)CCCC2	94	-10	-5	99	-7	103	97	99	100	-13	-3
CN1CCN(C(=O)C2(NC(=O)NCc3ccccc3)CCCCC2)CC1	100	x	x	97	u	104	98	100	100	x	x
CCCCCCN1C(=O)C(O)=C(C(C)=O)C1c1ccccc1[N+](=O)[O-] (stereo not given)	95	-7	-4	97	-3	95	93	97	94	-3	-3
Cc1ccc(-n2ncc3c(=O)n(CC(=O)OCc4ccccc4)cnc32)cc1	103	-4	-1	103	-4	99	99	100	102	0	-4
COC(=O)c1ccc(C2c3c(oc4ccccc4c3=O)C(=O)N2CCCN2CCOCC2)cc1 (stereo not given)	102	0	-1	97	2	103	98	100	102	0	2
CC(=O)OCC1=C(C(=O)O)N2C(=O)C(NC(=O)c3ccc(COc4cccc(Cl)c4Cl)o3)C2SC1 (stereo not given)	u	-5	-3	u	0	u	u	u	u	0	-3
Cc1cc(C)cc(N(CC(=O)NC2CCCC2)C(=O)C2(C)CC(=O)N=C3C=CC=CN32)c1 (stereo not given)	97	-2	-5	104	-6	100	96	99	96	-8	-2
O=c1cc(-c2ccc3c(c2)OCO3)oc2ccccc12	93	0	2	94	0	81	92	88	85	-7	5
Cc1ccc(-c2csc(NC(=O)c3ccc(C)o3)n2)cc1	96	-11	-8	99	-5	97	95	100	97	-1	-4
Cc1c(Cc2ccc3c(c2)OCO3)sc(NC(=O)c2ccc3ccccc3c2)c1C(N)=O	92	-49	-15	100	0	96	85	94	87	19	-10
CCOC(=O)CSc1ncnc2c1cnn2-c1ccc(Cl)cc1	96	2	-1	97	3	98	96	97	98	1	2
COc1ccc(/C(N)=N/OC(=O)CCc2ccccc2)cc1OC	100	4	-2	105	3	101	99	100	98	-1	-1
O=C(Nc1ccccc1-c1ccccc1)C12CC3CC(CC(C3)C1)C2	98	-1	0	98	-3	98	98	99	98	-3	-2
COCCNC(=O)/C(C#N)=C/c1cc(C)n(-c2ccc(C)cc2)c1C	97	-3	-1	97	-1	97	94	96	95	-4	0
Cc1ccc2[nH]c(=O)c3cc(C(=O)NCCN4CCN(C)CC4)sc3c2c1	100	-3	-1	99	-5	106	101	100	105	-8	2
Cc1[nH]n(-c2ncc(-c3ccccc3)s2)c(=O)c1C(c1ccc(Cl)cc1)C(C#N)C#N (stereo not given)	93	-2	-11	93	-1	93	92	94	92	-5	-2
CCOc1ccc(Cn2nnc(C(=O)NCCc3ccccc3)c2N)cc1	99	-2	-7	95	-1	103	98	98	104	-7	-1
O=C(COC(=O)c1ccc(N2CCCC2=O)cc1)NCc1ccco1	96	-8	-1	99	-8	96	94	98	95	-8	2
CC(C)(C)NC(=O)N1CCC(CO)(Cc2ccccc2Cl)CC1	99	-2	-1	106	-3	100	99	99	99	-5	1
N/C(=N\OC(=O)C(c1ccccc1)c1ccccc1)c1ccccn1	99	7	-3	96	9	98	90	96	96	10	-1

2 entries drawn at random from the list so far:
SMILES	Rab2A wt mod	Bim-Bcl-B	Bim-Bcl-XL	Rab7 wt modul	Bim-Bcl-2	Rac1 wt GTP bind	Rac1 act GTP bind	HRas wt GTP bind	Cdc42 wt GTP	Bim-Bfl-1	Bim-Bcl-W
CCOc1ccc(Cn2nnc(C(=O)NCCc3ccccc3)c2N)cc1	99	-2	-7	95	-1	103	98	98	104	-7	-1
COCCNC(=O)/C(C#N)=C/c1cc(C)n(-c2ccc(C)cc2)c1C	97	-3	-1	97	-1	97	94	96	95	-4	0

Further structures
SMILES	Rab2A wt mod	Bim-Bcl-B	Bim-Bcl-XL	Rab7 wt modul	Bim-Bcl-2	Rac1 wt GTP bind	Rac1 act GTP bind	HRas wt GTP bind	Cdc42 wt GTP	Bim-Bfl-1	Bim-Bcl-W
CCCCN=c1sc(C(=O)OC)cc(=O)n1CCCC	99	1	0	102	-3	96	95	98	97	0	3
CN(C1CCCCC1)S(=O)(=O)c1ccc(NC(=O)Cn2nc(-c3ccc(F)cc3)ccc2=O)cc1	98	-3	-3	101	0	102	99	102	101	0	-1
CSC[C@@H]1NC(=S)N(c2ccc(C)cc2)C1=O	94	1	0	98	-4	104	100	99	101	-1	0
COC(=O)c1ccc(CSc2nnnn2C)o1	102	-10	-5	99	-10	105	101	104	105	-16	1
Cn1c(CCNC(=O)c2ccc(F)cc2)nc2ccccc21	102	0	1	102	0	109	100	104	106	-5	-1
COc1ccc2c(c1)Sc1ccccc1N2	94	-11	1	96	1	96	92	93	94	21	10
Fc1ccc(Nc2nc(-c3ccncc3)nc3ccccc23)cc1	100	-7	-5	102	-9	102	98	102	105	-9	-3
CCOc1cc(S(=O)(=O)NCc2ccc3c(c2)OCO3)c(C)cc1C	u	-3	-4	u	-2	u	u	u	u	-1	-1
O=C(Cn1cc(C(F)(F)F)ccc1=O)N/N=C/c1ccc(Cl)c(Cl)c1	98	-4	-4	98	-10	98	98	96	95	-8	-4
O=C(Cn1cnc2c(oc3ccccc32)c1=O)NCC1CCCO1 (stereo not given)	97	1	0	96	1	97	97	97	96	1	1
O=C(Nc1ccc(C2CC2(Cl)Cl)cc1)c1ccccc1Br (stereo not given)	104	-9	-7	99	-11	106	103	103	100	-16	-2
COC(=O)[C@H](C)[C@@H]1C[C@@]1(C)[C@@H](NC(=O)OCc1ccccc1)c1ccccc1	100	-5	-1	103	-2	106	100	103	102	0	-4
O=C(Cc1coc2ccc3ccccc3c12)N1CCc2ccccc21	97	-5	-1	95	-4	103	98	100	100	-7	-3
Cc1ccc(-n2c(Cl)c(Cl)nc(Cl)c2=O)cc1	94	-17	-3	94	2	93	88	93	89	2	-2
CCCc1ncc(C(O)(c2ccccc2)c2ccc(C)cc2)n1C (stereo not given)	99	-9	-7	105	-3	100	99	99	97	-13	-3
COc1cccc(NC(=O)c2cccc(OC)c2OC)c1	102	-6	-3	99	-10	108	100	102	106	-12	-1
O=C(Nc1nnc(N2CCCCCC2)s1)c1cc(-c2ccc(Br)cc2)on1	101	-2	-4	100	-1	105	97	100	100	-2	-3
Cc1ccc(C(=O)NC(C)c2ccccc2)cc1Br (stereo not given)	104	-2	-4	106	-1	105	103	105	102	0	-4
Cc1ccc(N2OC3C(=O)NC(=O)C3C2c2ccco2)cc1 (stereo not given)	103	-7	-6	101	-3	105	101	102	105	-6	-5
Cc1ccc(CNC(=O)c2sc3ccc(S(=O)(=O)N4CCCCC4)cc3c2N)cc1	100	-10	-8	100	-5	103	101	99	99	-2	-7
COc1ccc(OC)c(C(=O)C2COC(=O)C2)c1 (stereo not given)	103	-1	1	96	-3	100	98	103	102	-1	-2
Cc1ncccc1C(=O)N1CCCC(C(=O)c2ccc3c4c(cccc24)CC3)C1 (stereo not given)	99	-3	1	98	2	98	96	97	97	-3	1
COC(=O)c1c(C)[nH]c(C(=O)CSc2nnnn2-c2ccccc2)c1C	98	-5	-1	97	-3	100	97	99	100	-13	0
Cc1cccc(-c2nnc(SCC(=O)N3c4ccccc4CCc4ccccc43)n2C)c1	98	-13	-3	96	0	103	100	100	102	0	-1
COc1ccc(NC(=O)CC2Oc3ccc(C)cc3NC2=O)cc1 (stereo not given)	102	-8	-1	104	-9	107	100	104	105	-8	3
O=C(NCC(c1ccc(F)cc1)N1CCOCC1)c1cccc(Br)c1 (stereo not given)	99	-1	0	96	0	101	97	99	99	-2	1
CC(C)(C)n1ncc2c(=O)n(Cc3c(F)cccc3Cl)cnc21	102	-1	-2	101	-4	107	100	105	104	-2	-5
COC(=O)COc1ccc(/C=C2/SC(=O)N(CC(=O)N3CCCC3)C2=O)cc1Br	u	3	3	u	0	u	u	u	u	0	0
Cc1cc(C(=O)COC(=O)CC2Sc3ccccc3NC2=O)c(C)n1-c1ccc2c(c1)OCO2 (stereo not given)	92	-11	-11	95	-1	97	94	96	97	-2	-3
Cc1ccc(C(=O)C2CCN(C(=S)NCC3CCCO3)CC2)cc1 (stereo not given)	93	0	-3	96	-3	99	97	96	98	1	-3
Cc1c(NC(=O)c2cc(=O)[nH]c(=O)[nH]2)c(=O)n(-c2ccccc2)n1C	101	-3	-7	101	-3	105	100	102	104	-9	-5
CCOc1ccc(-c2nnc(Nc3ccc(OC)c(C(=O)N4CCCCC4)c3)c3ccccc23)cc1	97	-3	-1	95	-4	101	97	97	98	-2	0
NN/C(=C\[N+](=O)[O-])Nc1ccc(Cl)cc1	94	1	0	92	0	92	93	95	95	-3	-1
CN(C)c1cccc(C(=O)Nc2ccc(N3CCOCC3)cc2)c1	103	-4	0	101	-1	102	101	103	103	0	0
COc1ccc(OCC(=O)Nc2cccc(-c3nc4ccccc4o3)c2)cc1	97	-5	-19	95	-6	96	96	97	100	-11	2
N#Cc1cc2c(=O)n3ccccc3nc2n(-c2ccc(Cl)cc2)c1=O	96	-9	-6	104	-5	89	93	96	94	-7	-2
Cc1cccc(C(=O)NC(NCCc2ccccc2)C(Cl)(Cl)Cl)c1 (stereo not given)	98	0	-3	96	-3	103	98	99	100	-3	-2
CCOCc1nnc(NC(=O)C2c3ccccc3Oc3ccccc32)s1	96	-5	-1	99	1	102	94	98	97	-4	0
Cc1cc(C(F)(F)F)c2c(n1)sc1c(O)cc(=O)[nH]c12	100	0	-2	97	0	101	100	99	101	0	-1
Cc1ccc(Cn2cnc3ccccc32)cc1C	102	-11	-5	100	-7	106	101	102	104	-2	-3
CCOC(=O)c1cc2c(ccn2C)n1CC(=O)N1CCN(c2cccc(C(F)(F)F)c2)CC1	98	4	-1	100	2	100	94	98	98	-2	1
